Source: PubChem
PMK inhibit – S. pneumoniae PMK inhibitors, primary screen, biochemical, mevalonate pathway, pilot trial included | hit rate 0.49% among 65,000 | phosphomevalonate kinase (Streptococcus pneumoniae D39) | inhibition, % at 10 µM | purified PMK, PK/LDH-coupled NADH absorbance 340 nm;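 active means top-ranked compounds by inhibition in the single 10 µM screen, taking a fixed number of the strongest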;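 further: 0% = full reaction with DMSO carrier and 100% = background rate without enzyme reaction; no value below 0 was filed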
LYP inhibition – LYP phosphatase inhibitors, primary screen, biochemical, DiFMUP fluorescence, recombinant catalytic domain, 10 µM (AID 606); 52,000 tested, under 10 active; Tyrosine-protein phosphatase non-receptor type 22 (Homo sapiens); recombinant LYP catalytic domain, DiFMUP fluorescence; higher % means a stronger effect; one-dose inhibition, % at 10 µM; IC50 in µM for titrated hits;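 active means IC50 under 40 µM in the dose-response test; inactive means IC50 of 40 µM or more, or never dose-tested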
MK inhibit – S. pneumoniae MK inhibitors, primary screen, biochemical, PK/LDH-coupled NADH absorbance; hit rate 0.48% among 65,000; purified MK, PK/LDH-coupled NADH absorbance 340 nm; inhibition, % at 10 µM; mevalonate kinase [Streptococcus pneumoniae D39];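 active means ranked among the strongest by inhibition in the single 10 µM screen, a fixed top-ranked set picked for dose follow-up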; further: no value below 0 was filed
HPDE-C7 cytotoxicity – cytotoxicity in HPDE-C7 cells, cell-based, fluorescence, HTS (AID 430) | HPDE-C7 pancreatic duct cells viability, fluorescence; higher % means a stronger effect | one-dose cytotoxicity, % at 10 µM; EC50 in µM for titrated hits | hit rate 1.8% among 63,000;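 further: cells exposed to compound for 48 hours before viability readout; 0% = vehicle and 100% = reference cytotoxic drug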
Alkaline phosphatase – human TNAP enzyme inhibitors, biochemical, luminescent (AID 518); purified TNAP enzyme, luminescent substrate readout; higher % means a stronger effect; inhibition, % at 20 µM, or IC50 in µM where a hit was titrated; hit rate 0.09% among 64,000; in the data active means a potency from the dose series; inactive means the rest, 99 in 100 with inhibition below about 22%;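 further: plate controls were vehicle for no effect and reference inhibitor for full effect; many of its hits are not listed in these tables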
Spn DPM-DC inh – S. pneumoniae DPM-DC inhibitors, primary screen, biochemical, PK/LDH-coupled NADH fluorescence | diphosphomevalonate decarboxylase (Streptococcus pneumoniae D39) | purified DPM-DC | calls only at 10 µM | hit rate 0.49% among 65,000 | AID 556, 2006;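 active means the 320 compounds with the highest percent inhibition in the single-dose primary screen, excluding strongly autofluorescent ones, cut at about 32% in these data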;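 further: kinetic rate of NADH fluorescence loss reporting ADP formed by the decarboxylase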
HT1080 cytotoxicity – cytotoxicity in HT1080 fibrosarcoma cells, cell-based, fluorescence readout (AID 620); hit rate 0.42% among 87,000; HT1080 viability, fluorescence; higher % means a stronger effect; one-dose cytotoxicity, % at 10 µM; EC50 in µM for titrated hits;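 further: cells exposed to compound overnight then 4 h with Alamar Blue; 0% = vehicle DMSO and 100% = killing control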
HPDE-C7K KRASV12 – cytotoxicity in KRAS-transformed pancreatic duct cells, primary screen, cell-based, fluorescence, HTS (AID 431) | HPDE-C7K KRASV12 cells, Alamar Blue viability, 48 h; higher % means a stronger effect | cytotoxicity, % at 10 µM; hits with a dose series show EC50 in µM | hit rate 1.7% among 63,000;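 active means compounds whose percent cytotoxicity in the single-dose primary screen, scaled between solvent and toxic-drug controls, exceeds 50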;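 further: 0% = DMSO solvent wells and 100% = doxorubicin-treated wells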
Bfl-1 inhibitors – Bfl-1 inhibitors, primary screen, biochemical, fluorescence polarization, FITC-Bid, mouse (AID 432) | Bcl-2-related protein A1 (Mus musculus) | FITC-Bid BH3 peptide fluorescence polarization displacement; higher % means a stronger effect | displacement, % at 20 µM; hits with a dose series show IC50 in µM | hit rate 0.02% among 64,000; in the data active means a potency from the dose series; inactive means the rest, 99 in 100 with displacement below about 15%; further: strong numbers were not always called active
PMK inhibit pilot replicates – second read-out of PMK inhibit, no call of its own (marks repeat the call); inhibition, %; measured here: pilot screen replicates
MK inhibit pilot replicates – further read-out of MK inhibit, marked with its call; inhibition, %; measured here: pilot screen replicates
Spn DPM-DC inh pilot screen % – also measured in Spn DPM-DC inh; calls as there; inhibition, %; measured here: pilot screen trials
* hit, by the source's call. Unless noted, no stated cut-off is given here; in the data, active means cytotoxicity above about 50%; inactive means the rest. Not a hit list; about 3.5% have a hit in one of these screens.

What do the screens show for `O=C(CSc1nnc(-c2ccc(Cl)s2)o1)N1CCOCC1`?
PMK inhibit: 5; LYP inhibition: 2%; MK inhibit: 3; HPDE-C7 cytotoxicity: -13%; Alkaline phosphatase: 7%; Spn DPM-DC inh: inactive; HT1080 cytotoxicity: 6%; HPDE-C7K KRASV12: -8%; Bfl-1 inhibitors: -8%

How did CN(C)c1nc(Oc2ccc(C(=O)OCC(=O)Nc3ccccc3)cc2)nc(N(C)C)n1 do in these assays?
PMK inhibit: 6; LYP inhibition: 7%; MK inhibit: 1; HPDE-C7 cytotoxicity: 4%; Alkaline phosphatase: 3%; Spn DPM-DC inh: inactive; HT1080 cytotoxicity: 0%; HPDE-C7K KRASV12: -2%; Bfl-1 inhibitors: 3%

How did Cc1cc(Cl)c(S(=O)(=O)Nc2ccon2)cc1OCC(=O)NC1CCCCC1 do in these assays?
PMK inhibit: 2; LYP inhibition: 1%; MK inhibit: 12; HPDE-C7 cytotoxicity: -16%; Alkaline phosphatase: -4%; Spn DPM-DC inh: inactive; HT1080 cytotoxicity: 1%; HPDE-C7K KRASV12: -14%; Bfl-1 inhibitors: 0%

Results for CCOC(=O)c1c(C)n(OCc2ccccc2)c2ccc3nonc3c12 ?
PMK inhibit: 10; LYP inhibition: 5%; MK inhibit: 2; HPDE-C7 cytotoxicity: -6%; Alkaline phosphatase: 7%; HT1080 cytotoxicity: 5%; HPDE-C7K KRASV12: 3%; Bfl-1 inhibitors: 2%

Results for COc1ccc(N2CCN(CCCNC(=O)C3CCCN(S(=O)(=O)c4cnc[nH]4)C3)CC2)cc1 (centres undefined) ?
PMK inhibit: 11; MK inhibit: 5; HPDE-C7 cytotoxicity: 8%; Alkaline phosphatase: 8%; Spn DPM-DC inh: inactive; HT1080 cytotoxicity: -3%; HPDE-C7K KRASV12: 9%; Bfl-1 inhibitors: -1%; PMK inhibit pilot replicates: 2.5; MK inhibit pilot replicates: 2.5; Spn DPM-DC inh pilot screen %: 1.0

Results for Cn1c(=O)c2c(-c3ccccc3)n(-n3cnnc3)cc2n(C)c1=O ?
PMK inhibit: 6; LYP inhibition: 15%; MK inhibit: 1; HPDE-C7 cytotoxicity: 26%; Alkaline phosphatase: 7%; Spn DPM-DC inh: inactive; HT1080 cytotoxicity: 6%; HPDE-C7K KRASV12: 8%; Bfl-1 inhibitors: -1%

Results for CCOc1ccc(CCNC(=O)C2CC(=O)N(C3CCCC3)C2)cc1OCC (centres undefined) ?
PMK inhibit: 0; LYP inhibition: 0%; MK inhibit: 0; HPDE-C7 cytotoxicity: -10%; Alkaline phosphatase: 5%; Spn DPM-DC inh: inactive; HT1080 cytotoxicity: 0%; HPDE-C7K KRASV12: 3%; Bfl-1 inhibitors: -4%

How did CCOc1ccc(C(=O)c2nc3c(n2O)CCCC3)cc1 do in these assays?
PMK inhibit: 14; LYP inhibition: 4%; MK inhibit: 2; HPDE-C7 cytotoxicity: -14%; Alkaline phosphatase: 10%; Spn DPM-DC inh: inactive; HT1080 cytotoxicity: 12%; HPDE-C7K KRASV12: -14%; Bfl-1 inhibitors: 2%

What do the screens show for `CN1CCN(/C=N/c2sc3c(c2C#N)CCCCC3)CC1`?
PMK inhibit: 3; LYP inhibition: -18%; MK inhibit: 0; HPDE-C7 cytotoxicity: 18%; Alkaline phosphatase: 5%; Spn DPM-DC inh: inactive; HT1080 cytotoxicity: 0%; HPDE-C7K KRASV12: -10%; Bfl-1 inhibitors: 9%; PMK inhibit pilot replicates: 2.0; MK inhibit pilot replicates: 0.0; Spn DPM-DC inh pilot screen %: 0.0

Results for COc1ccc(-n2nnnc2SCC(=O)c2cccc(OC)c2)cc1 ?
PMK inhibit: 14; MK inhibit: 12; HPDE-C7 cytotoxicity: 6%; Alkaline phosphatase: 11%; Spn DPM-DC inh: inactive; HT1080 cytotoxicity: -19%; HPDE-C7K KRASV12: 26%; Bfl-1 inhibitors: -6%

How did CCOC(=O)Cn1c(S(=O)(=O)Cc2ccccc2)nc2ccccc21 do in these assays?
PMK inhibit: 1; LYP inhibition: -25%; MK inhibit: 15; HPDE-C7 cytotoxicity: 0%; Alkaline phosphatase: 20%; Spn DPM-DC inh: inactive; HT1080 cytotoxicity: 4%; HPDE-C7K KRASV12: 14%; Bfl-1 inhibitors: -7%; PMK inhibit pilot replicates: 2.0; MK inhibit pilot replicates: 1.0; Spn DPM-DC inh pilot screen %: 3.0

How did CCOC(=O)N1CCN(C(=O)CS(=O)(=O)Cc2nc(-c3ccccc3C)oc2C)CC1 do in these assays?
PMK inhibit: 0; LYP inhibition: -2%; MK inhibit: 7; HPDE-C7 cytotoxicity: 4%; Alkaline phosphatase: 4%; Spn DPM-DC inh: inactive; HT1080 cytotoxicity: 1%; HPDE-C7K KRASV12: 6%; Bfl-1 inhibitors: -9%

Two neighbouring compounds already listed:
Results for Cn1c(=O)c2c(-c3ccccc3)n(-n3cnnc3)cc2n(C)c1=O ?
PMK inhibit: 6; LYP inhibition: 15%; MK inhibit: 1; HPDE-C7 cytotoxicity: 26%; Alkaline phosphatase: 7%; Spn DPM-DC inh: inactive; HT1080 cytotoxicity: 6%; HPDE-C7K KRASV12: 8%; Bfl-1 inhibitors: -1%

Results for CCOc1ccc(CCNC(=O)C2CC(=O)N(C3CCCC3)C2)cc1OCC (centres undefined) ?
PMK inhibit: 0; LYP inhibition: 0%; MK inhibit: 0; HPDE-C7 cytotoxicity: -10%; Alkaline phosphatase: 5%; Spn DPM-DC inh: inactive; HT1080 cytotoxicity: 0%; HPDE-C7K KRASV12: 3%; Bfl-1 inhibitors: -4%

Remaining list, next part.
How did O=C(NC1CCCCC1)C(c1ccc(Cl)cc1)N(C(=O)c1cnccn1)c1ccc2c(c1)OCO2 (centres undefined) do in these assays?
PMK inhibit: 9; LYP inhibition: -7%; MK inhibit: inactive; HPDE-C7 cytotoxicity: 1%; Alkaline phosphatase: 17%; Spn DPM-DC inh: inactive; HT1080 cytotoxicity: -5%; HPDE-C7K KRASV12: -6%; Bfl-1 inhibitors: 4%; PMK inhibit pilot replicates: 3.0; MK inhibit pilot replicates: 0.0; Spn DPM-DC inh pilot screen %: 4.0

Results for Cc1nc2ccccc2c2oc(C(=O)NCCN3CCN(C)CC3)cc12 ?
PMK inhibit: 3; LYP inhibition: 8%; MK inhibit: 7; HPDE-C7 cytotoxicity: -9%; Alkaline phosphatase: 4%; Spn DPM-DC inh: inactive; HT1080 cytotoxicity: -5%; HPDE-C7K KRASV12: -1%; Bfl-1 inhibitors: 2%

What do the screens show for `COc1ccc(-c2noc(CCCc3ccccc3)n2)cc1OC`?
PMK inhibit: 2; LYP inhibition: 9%; MK inhibit: 0; HPDE-C7 cytotoxicity: 16%; Alkaline phosphatase: 12%; Spn DPM-DC inh: inactive; HT1080 cytotoxicity: 6%; HPDE-C7K KRASV12: 27%; Bfl-1 inhibitors: 4%

How did CCC(C)(C)N1CC(=O)N(Cc2ccccc2)C(c2ccc(OC)cc2)C1=O (centres undefined) do in these assays?
PMK inhibit: 5; MK inhibit: 8; HPDE-C7 cytotoxicity: -14%; Alkaline phosphatase: 6%; Spn DPM-DC inh: inactive; HT1080 cytotoxicity: 30%; HPDE-C7K KRASV12: -14%; Bfl-1 inhibitors: -1%

What do the screens show for `O=C(NC1CCCCC1)NC1CCN(S(=O)(=O)Cc2ccccc2)CC1`?
PMK inhibit: 6; MK inhibit: 0; HPDE-C7 cytotoxicity: -9%; Alkaline phosphatase: -3%; Spn DPM-DC inh: inactive; HT1080 cytotoxicity: 5%; HPDE-C7K KRASV12: 0%; Bfl-1 inhibitors: -5%

What do the screens show for `CC(c1ccco1)N(C(=O)c1ccc(Cl)s1)c1ccccn1` (centres undefined)?
PMK inhibit: 20; LYP inhibition: -4%; MK inhibit: 0; HPDE-C7 cytotoxicity: 8%; Alkaline phosphatase: 3%; Spn DPM-DC inh: inactive; HT1080 cytotoxicity: -10%; HPDE-C7K KRASV12: -9%; Bfl-1 inhibitors: 6%

How did O=C(C1CC(=O)N(c2ccccc2)C1)N1CCN(C2=NS(=O)(=O)c3ccccc32)CC1 (centres undefined) do in these assays?
PMK inhibit: 2; LYP inhibition: 9%; MK inhibit: 5; HPDE-C7 cytotoxicity: -7%; Alkaline phosphatase: -4%; Spn DPM-DC inh: inactive; HT1080 cytotoxicity: 3%; HPDE-C7K KRASV12: 2%; Bfl-1 inhibitors: -4%

Results for CCOc1cc(C2C(C(=O)OC)=C(C)N=C3SC(C)C(=O)N32)ccc1OC(C)=O (centres undefined) ?
PMK inhibit: 15; LYP inhibition: -2%; MK inhibit: 1; HPDE-C7 cytotoxicity: -23%; Alkaline phosphatase: 11%; Spn DPM-DC inh: inactive; HT1080 cytotoxicity: 0%; HPDE-C7K KRASV12: -10%; Bfl-1 inhibitors: -3%

What do the screens show for `Cc1c(-n2c(CN3C(=O)c4ccccc4C3=O)nc3ccccc3c2=O)c(=O)n(-c2ccccc2)n1C`?
PMK inhibit: 10; MK inhibit: 9; HPDE-C7 cytotoxicity: -21%; Alkaline phosphatase: 1%; Spn DPM-DC inh: inactive; HT1080 cytotoxicity: 3%; HPDE-C7K KRASV12: 14%; Bfl-1 inhibitors: 0%; PMK inhibit pilot replicates: 1.0; MK inhibit pilot replicates: 0.5; Spn DPM-DC inh pilot screen %: 0.0

What do the screens show for `COc1ccc2[nH]c(C)c(C(=O)CN3CCc4cc(OC)c(OC)cc4C3)c2c1`?
PMK inhibit: 6; LYP inhibition: 6%; MK inhibit: 10; HPDE-C7 cytotoxicity: 4%; Alkaline phosphatase: 21%; Spn DPM-DC inh: inactive; HT1080 cytotoxicity: 14%; HPDE-C7K KRASV12: 3%; Bfl-1 inhibitors: -10%

How did COC(=O)c1ccccc1NC(=O)CSc1nnnn1-c1ccc(C)cc1C do in these assays?
PMK inhibit: 0; LYP inhibition: 8%; MK inhibit: 4; HPDE-C7 cytotoxicity: 3%; Alkaline phosphatase: 9%; Spn DPM-DC inh: inactive; HPDE-C7K KRASV12: 6%; Bfl-1 inhibitors: -6%

What do the screens show for `CCOc1nc2ccccc2nc1NS(=O)(=O)c1ccccc1`?
PMK inhibit: 19; LYP inhibition: 13%; MK inhibit: 2; HPDE-C7 cytotoxicity: 1%; Alkaline phosphatase: 10%; Spn DPM-DC inh: inactive; HT1080 cytotoxicity: -1%; HPDE-C7K KRASV12: 1%; Bfl-1 inhibitors: 2%; PMK inhibit pilot replicates: 1.0; MK inhibit pilot replicates: 6.0; Spn DPM-DC inh pilot screen %: 0.0
